Hep lipid drop: modulators of hepatic lipid droplet formation; AML12 mouse hepatocytes, oleate lipid droplets, BODIPY imaging; AID 1656; 240,000 tested, 0.4% active; inhibition, % at 6.5 µM;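 active = lipid droplet intensity inhibited by at least 50%, with more than 500 cells counted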
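Assay system: AML12 mouse liver cells | Compound: 6.5 µM single-point dosing | Schedule: Overnight exposure | Technique: Fluorescence imaging, 20x objective, two fields per well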
Yfh1-off respiration: enhancers of respiration in Yfh1-depleted yeast, dose response, Friedreich's ataxia, plus single-dose screen (AID 1465) | S. cerevisiae Yfh1-off respiration, WST-1 reduction, 72 h; higher fold induction means a stronger effect | one-dose fold induction at 50 µM; EC50 in µM for titrated hits | 220,000 tested, 0.074% active;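 active = fold induction of absorbance versus untreated yeast above a set limit, then at least 30% activation at any dose in follow-up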;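 also: activators that raise dye reduction in frataxin-depleted yeast; strong numbers were not always called active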
Insulin prom up: MIN6 insulin promoter up-regulation; z-score at 5 µM; MIN6 insulin promoter-GFP reporter, high-content imaging; stronger effect = higher value; 190,000 tested, 0.3% active;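 active = z-score above 3 at 5 µM with at least 500 cells counted in the well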
MT stabilize HCS: microtubule stabilization, imaging screen | HeLa tubulin immunostaining HCS, 24 h; share of cells brighter than vehicle mean+2SD | % tubulin-high responders, % at 10 µM | 200,000 tested, 0.83% active;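 active = plate Z-score above 3 for both tubulin-high and condensed-nucleus cell shares, with cell loss under 80%, at 10 µM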;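 also: anti alpha tubulin signal scored within the nucleus-defined area of each cell; some results filed as inactive read as strong as hits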
WT yeast gro inh: growth inhibition of WT yeast, mitochondrial fusion screen | mitochondrial fusion phenotypic screen, WT strain | 190,000 tested, 2.1% active | inhibition, % at 10 µM; in the data active = inhibition above about 58%; tested in S. cerevisiae
Autophagy HCS: alters autophagy in cells. MEF GFP-LC3 puncta imaging; test concentration mostly 10 µM. calls only at 10 µM (by protocol). 190,000 tested, 0.98% active. AID 463193;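 active = percentage of spot-positive cells more than 3 SD above its plate mean, without a fluorescence outlier flag or 80% toxicity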;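 also: spot-positive cell cutoff set from DMSO-treated cells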
HEK293 NOD2/NF-kB: NOD2 signaling inhibitors, cell-based, luminescence, uHTS, HEK293 (AID 1566) | HEK293 NOD2/NF-kB luciferase reporter, luminescence; higher % means a stronger effect | inhibition, % at 4 µM; hits with a dose series show EC50 in µM | 290,000 tested, 0.63% active; in the data active = inhibition above about 50%; also: many of its hits are not listed in these tables
Dynein cargo inh: blocks dynein driven cargo transport along microtubules | z-score, hits read low | 3617.4 mouse cells, GR-EGFP nuclear translocation imaging; test concentration mostly 20 µM; stimulated with dexamethasone, 1 µM; stronger effect = lower value | 220,000 tested, 0.47% active | AID 1381;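 active = plate z-score of nuclear minus cytoplasmic receptor signal below a set negative limit, without overly bright fluorescence or cell loss, cut at about -3.5 in these data, passing the limit was not always enough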;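 also: z-score of nuclear minus cytoplasmic ring GR-EGFP intensity difference per well; some compounds called inactive have numbers as strong as hits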
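Buffer or medium: Induction medium lacking tetracycline, stripped serum | Also added: Dexamethasone agonist, 1.0 µM final, for 30 min | Timing: 48 h induction, 1 h compound, 30 min dex at 37 °C | Detection: Formaldehyde fixation, Hoechst nuclear stain, 10x automated fluorescence imaging | Measure: Nuclear versus cytoplasmic GR-EGFP signal, averaged per well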
bCat nuc transl: modulators of beta-catenin nuclear translocation; HeLa beta-catenin nuclear translocation, immunofluorescence imaging; nuclear translocation activity, % at 5 µM; 190,000 tested, 0.3% active; AID 1665;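 active = nuclear translocation activity above 50% at 5 µM, with a well cell count of 50 or more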;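 also: per-cell ratio of nuclear to cytoplasmic median beta-catenin stain intensity; plate controls were DMSO negative control for no effect and GSK-3 inhibitor IX positive control for full effect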
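Assay system: human HeLa cells, native beta-catenin; doses: 5 µM primary, 0.02–20 µM confirmation; incubation: compound treatment 24 h, 37°C, 5% CO2; technique: fluorescence imaging of beta-catenin antibody stain plus DAPI; measure: % activation, nuclear-to-cytoplasmic median beta-catenin signal ratio per cell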
WT yeast gro inh mutant strain: recorded beside WT yeast gro inh, whose call it bears; inhibition, %; mitochondrial fusion phenotypic screen, mutant strain inhibition
Dynein cargo inh cytoplasmic EGFP: further read-out of Dynein cargo inh, marked with its call; z-score; measured here: cytoplasmic GR-EGFP intensity; stronger effect = higher value
Dynein cargo inh nuclear GR-EGFP: also measured in Dynein cargo inh; calls as there; z-score; measured here: nuclear GR-EGFP intensity;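 lower value marks the stronger effect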
Dynein cargo inh cell count: second read-out of Dynein cargo inh, no call of its own (marks repeat the call); z-score; measured here: cell count per field
Insulin prom up cell count: second read-out of Insulin prom up, no call of its own (marks repeat the call); cell count; measured here: cytotoxicity, nuclei count;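 total cells summed across four imaged fields per well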
Hep lipid drop cells 6.5 µM: also measured in Hep lipid drop; calls as there; cell count; measured here: cell count, cytotoxicity flag;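 cells counted across two imaged fields per well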
bCat nuc transl cell count 5 µM: further read-out of bCat nuc transl, marked with its call; cell count; measured here: cell count, cytotoxicity flag
MT stabilize HCS Hoechst-high %: further read-out of MT stabilize HCS, marked with its call; % Hoechst-high responders; measured here: nuclear condensation Hoechst responders;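 share of cells brighter than vehicle mean plus two SD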
MT stabilize HCS cytotoxicity %: recorded beside MT stabilize HCS, whose call it bears; toxicity, %; measured here: cytotoxicity by cell density;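 0% = mean cell density of plate MIN control wells and 100% = no cells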
Autophagy HCS cell loss 18 h: recorded beside Autophagy HCS, whose call it bears; toxicity, %; measured here: cell loss, nuclei count;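 cell loss after 18 h compound exposure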
Starred values were filed as active, the others as inactive. An excerpt; rates above refer to the full screens.

What do the screens show for `CCCS(=O)(=O)n1nc(-c2ccc(OC)cc2)cc1N`?
Yfh1-off respiration: inactive; Insulin prom up: -0.24; MT stabilize HCS: 3.4; WT yeast gro inh: 14; Autophagy HCS: inactive; HEK293 NOD2/NF-kB: 6%; Dynein cargo inh: 0.83; WT yeast gro inh mutant strain: 9; Dynein cargo inh cytoplasmic EGFP: -0.12; Dynein cargo inh nuclear GR-EGFP: 0.56; Dynein cargo inh cell count: -0.86; Insulin prom up cell count: 993; MT stabilize HCS Hoechst-high %: 3.3; MT stabilize HCS cytotoxicity %: 5.3; Autophagy HCS cell loss 18 h: 3

Results for Cc1ccc(S(=O)(=O)N(C)CC(=O)O/N=C(\N)c2cccc([N+](=O)[O-])c2)cc1 ?
Hep lipid drop: 4; Yfh1-off respiration: inactive; Insulin prom up: 0.65; MT stabilize HCS: 1.6; WT yeast gro inh: -7; Autophagy HCS: inactive; HEK293 NOD2/NF-kB: 9%; Dynein cargo inh: -0.63; WT yeast gro inh mutant strain: 3; Dynein cargo inh cytoplasmic EGFP: -0.12; Dynein cargo inh nuclear GR-EGFP: -0.22; Dynein cargo inh cell count: 0.66; Insulin prom up cell count: 829; Hep lipid drop cells 6.5 µM: 852; MT stabilize HCS Hoechst-high %: 1.9; MT stabilize HCS cytotoxicity %: 4.3; Autophagy HCS cell loss 18 h: -11

Results for CCOc1ccccc1C(=O)OCC(=O)Nc1ccc(OC(F)F)cc1 ?
Hep lipid drop: 14; Yfh1-off respiration: inactive; Insulin prom up: 1.6; MT stabilize HCS: 2.0; WT yeast gro inh: 10; Autophagy HCS: inactive; HEK293 NOD2/NF-kB: -4%; Dynein cargo inh: 1.6; bCat nuc transl: 1.8; WT yeast gro inh mutant strain: 15; Dynein cargo inh cytoplasmic EGFP: 0.27; Dynein cargo inh nuclear GR-EGFP: 1.5; Dynein cargo inh cell count: -1.8; Insulin prom up cell count: 822; Hep lipid drop cells 6.5 µM: 756; bCat nuc transl cell count 5 µM: 1130; MT stabilize HCS Hoechst-high %: 1.3; MT stabilize HCS cytotoxicity %: 6.8; Autophagy HCS cell loss 18 h: -6

Results for O=C1c2ccccc2C(=O)N1CCCn1c(=O)oc2ccccc21 ?
Hep lipid drop: 0; Yfh1-off respiration: inactive; Insulin prom up: 0.47; MT stabilize HCS: 2.6; WT yeast gro inh: 29; Autophagy HCS: inactive; HEK293 NOD2/NF-kB: -11%; Dynein cargo inh: -0.17; WT yeast gro inh mutant strain: 15; Dynein cargo inh cytoplasmic EGFP: -0.25; Dynein cargo inh nuclear GR-EGFP: -0.28; Dynein cargo inh cell count: 0.4; Insulin prom up cell count: 1314; Hep lipid drop cells 6.5 µM: 737; MT stabilize HCS Hoechst-high %: 1.4; MT stabilize HCS cytotoxicity %: 5.1; Autophagy HCS cell loss 18 h: -1

What do the screens show for `CCCCc1ccc(NC(=S)NCc2cccnc2)cc1`?
Hep lipid drop: 0; Yfh1-off respiration: inactive; Insulin prom up: -0.07; MT stabilize HCS: 1.7; WT yeast gro inh: 21; Autophagy HCS: inactive; HEK293 NOD2/NF-kB: 9%; Dynein cargo inh: -0.38; bCat nuc transl: 4.2; WT yeast gro inh mutant strain: -8; Dynein cargo inh cytoplasmic EGFP: -0.31; Dynein cargo inh nuclear GR-EGFP: -0.52; Dynein cargo inh cell count: 0.36; Insulin prom up cell count: 1110; Hep lipid drop cells 6.5 µM: 767; bCat nuc transl cell count 5 µM: 455; MT stabilize HCS Hoechst-high %: 2.9; MT stabilize HCS cytotoxicity %: 6.0; Autophagy HCS cell loss 18 h: 2

How did CC(=O)c1c(C)[nH]c(C(=O)OCC(=O)N2CCN(S(=O)(=O)c3ccc(C)cc3C)CC2)c1C do in these assays?
Hep lipid drop: -13; Yfh1-off respiration: inactive; MT stabilize HCS: 1.9; WT yeast gro inh: -2; Autophagy HCS: inactive; HEK293 NOD2/NF-kB: -2%; Dynein cargo inh: 0.24; bCat nuc transl: -5.5; WT yeast gro inh mutant strain: -15; Dynein cargo inh cytoplasmic EGFP: -0.25; Dynein cargo inh nuclear GR-EGFP: 0.22; Dynein cargo inh cell count: 0.42; Hep lipid drop cells 6.5 µM: 699; bCat nuc transl cell count 5 µM: 1283; MT stabilize HCS Hoechst-high %: 1.7; MT stabilize HCS cytotoxicity %: 6.3; Autophagy HCS cell loss 18 h: -15

How did O=C(Cc1cccs1)Nc1nncs1 do in these assays?
Hep lipid drop: -2; Yfh1-off respiration: inactive; MT stabilize HCS: 2.7; WT yeast gro inh: 12; Autophagy HCS: inactive; HEK293 NOD2/NF-kB: -1%; Dynein cargo inh: 0.54; WT yeast gro inh mutant strain: -1; Dynein cargo inh cytoplasmic EGFP: -0.19; Dynein cargo inh nuclear GR-EGFP: 0.65; Dynein cargo inh cell count: 0.51; Hep lipid drop cells 6.5 µM: 720; MT stabilize HCS Hoechst-high %: 2.1; MT stabilize HCS cytotoxicity %: 21; Autophagy HCS cell loss 18 h: 8

Results for O=C(COc1ccc([N+](=O)[O-])cc1)N/N=C/c1ccccn1 ?
Yfh1-off respiration: inactive; Insulin prom up: 0.04; MT stabilize HCS: 3.4; WT yeast gro inh: -1; Autophagy HCS: inactive; HEK293 NOD2/NF-kB: 14%; Dynein cargo inh: -0.47; bCat nuc transl: -0.1; WT yeast gro inh mutant strain: -3; Dynein cargo inh cytoplasmic EGFP: -0.23; Dynein cargo inh nuclear GR-EGFP: 0.21; Dynein cargo inh cell count: 0.96; Insulin prom up cell count: 1617; bCat nuc transl cell count 5 µM: 1292; MT stabilize HCS Hoechst-high %: 2.2; MT stabilize HCS cytotoxicity %: 7.6; Autophagy HCS cell loss 18 h: -27

Results for COc1ccc(-n2c(Cc3cccn3C)nnc2SCC(N)=O)cc1 ?
Hep lipid drop: -19; Yfh1-off respiration: inactive; Insulin prom up: 2.1; MT stabilize HCS: 2.2; WT yeast gro inh: 1; HEK293 NOD2/NF-kB: 4%; Dynein cargo inh: -0.35; bCat nuc transl: 0.4; WT yeast gro inh mutant strain: 8; Dynein cargo inh cytoplasmic EGFP: -0.24; Dynein cargo inh nuclear GR-EGFP: -0.11; Dynein cargo inh cell count: 0.31; Insulin prom up cell count: 1548; Hep lipid drop cells 6.5 µM: 512; bCat nuc transl cell count 5 µM: 1055; MT stabilize HCS Hoechst-high %: 2.4; MT stabilize HCS cytotoxicity %: 6.7

How did O=C(Nc1nc2nc(-c3ccccc3)cc(-c3ccccc3)n2n1)c1ccco1 do in these assays?
Hep lipid drop: -7; Yfh1-off respiration: inactive; MT stabilize HCS: 3.8; WT yeast gro inh: 12; Autophagy HCS: inactive; HEK293 NOD2/NF-kB: 0%; Dynein cargo inh: -0.83; bCat nuc transl: -6.3; WT yeast gro inh mutant strain: 14; Dynein cargo inh cytoplasmic EGFP: -0.19; Dynein cargo inh nuclear GR-EGFP: -0.51; Dynein cargo inh cell count: 1; Hep lipid drop cells 6.5 µM: 680; bCat nuc transl cell count 5 µM: 1066; MT stabilize HCS Hoechst-high %: 0.9; MT stabilize HCS cytotoxicity %: 7.1; Autophagy HCS cell loss 18 h: 7

Results for CCOP(=O)(OCC)C(C)(C)NC(=O)Nc1ccc(Cl)c(Cl)c1 ?
Hep lipid drop: -10; Yfh1-off respiration: inactive; Insulin prom up: 0.19; HEK293 NOD2/NF-kB: 15%; Dynein cargo inh: 0.35; bCat nuc transl: 1.7; Dynein cargo inh cytoplasmic EGFP: -0.24; Dynein cargo inh nuclear GR-EGFP: 0.18; Dynein cargo inh cell count: -0.19; Insulin prom up cell count: 1008; Hep lipid drop cells 6.5 µM: 702; bCat nuc transl cell count 5 µM: 1303

Results for CCn1c(C)c(C(C)=O)c(N2CCCCC2)nc1=S ?
Hep lipid drop: -15; Yfh1-off respiration: inactive; Insulin prom up: -0.42; MT stabilize HCS: 2.8; WT yeast gro inh: -13; Autophagy HCS: inactive; HEK293 NOD2/NF-kB: -3%; Dynein cargo inh: 1.3; bCat nuc transl: -1.4; WT yeast gro inh mutant strain: -12; Dynein cargo inh cytoplasmic EGFP: -0.34; Dynein cargo inh nuclear GR-EGFP: 0.94; Dynein cargo inh cell count: -0.22; Insulin prom up cell count: 1509; Hep lipid drop cells 6.5 µM: 666; bCat nuc transl cell count 5 µM: 1065; MT stabilize HCS Hoechst-high %: 2.7; MT stabilize HCS cytotoxicity %: 18; Autophagy HCS cell loss 18 h: 17

Results for O=C(NCc1ccccc1)c1ccc(-c2ccccc2C(F)(F)F)o1 ?
Yfh1-off respiration: inactive; Insulin prom up: 0.91; MT stabilize HCS: 2.6; WT yeast gro inh: 58*; Autophagy HCS: inactive; HEK293 NOD2/NF-kB: -8%; Dynein cargo inh: -0.6; WT yeast gro inh mutant strain: -7.1*; Dynein cargo inh cytoplasmic EGFP: -0.19; Dynein cargo inh nuclear GR-EGFP: 0.1; Dynein cargo inh cell count: 0.54; Insulin prom up cell count: 1283; MT stabilize HCS Hoechst-high %: 3.7; MT stabilize HCS cytotoxicity %: 11; Autophagy HCS cell loss 18 h: 15
